NR1D1 modulator = modulates human Rev-erb alpha binding to DNA; P20393; Rev-erbα–FITC-DNA binding, fluorescence polarization, 90 min; activity, % at 10 µM; 370,000 compounds, 0.79% hits; AID 1259318;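 active = activity above about 14%, limit read from the data; passing the limit was not always enough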;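 note: 0% = DMSO wells with 35 nM protein and 100% = DMSO wells with 750 nM protein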
Target sequence (P20393 whole entry, looked up): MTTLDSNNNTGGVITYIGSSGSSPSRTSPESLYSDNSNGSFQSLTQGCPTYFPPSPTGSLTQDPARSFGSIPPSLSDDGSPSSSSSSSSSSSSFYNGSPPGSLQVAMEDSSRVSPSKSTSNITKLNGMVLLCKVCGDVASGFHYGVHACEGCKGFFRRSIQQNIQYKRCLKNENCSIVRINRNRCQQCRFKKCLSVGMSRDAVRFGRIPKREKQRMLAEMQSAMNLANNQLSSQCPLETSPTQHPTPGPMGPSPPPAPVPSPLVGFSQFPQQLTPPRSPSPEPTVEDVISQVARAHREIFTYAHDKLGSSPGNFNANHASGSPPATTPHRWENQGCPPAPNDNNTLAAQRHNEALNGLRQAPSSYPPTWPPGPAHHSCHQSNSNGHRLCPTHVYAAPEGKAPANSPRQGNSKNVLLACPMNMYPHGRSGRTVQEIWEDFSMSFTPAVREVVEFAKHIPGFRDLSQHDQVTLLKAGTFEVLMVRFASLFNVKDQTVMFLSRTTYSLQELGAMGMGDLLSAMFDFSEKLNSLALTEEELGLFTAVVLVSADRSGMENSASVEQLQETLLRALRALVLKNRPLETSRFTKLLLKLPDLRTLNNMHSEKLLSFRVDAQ
ARFGAP1 inhibitor = inhibitors of rat ARFGAP1. Q62848. Arfgap1-stimulated ARF1 GTP hydrolysis, GDP FP detection. inhibition, % at 16.5 µM. 360,000 compounds, 0.26% hits;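 active = inhibition above a per-plate limit, mean inhibition of low control wells plus 3 SD, cut at about 25% in these data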;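 note: 0% = DMSO wells with enzyme and 100% = wells lacking Arfgap1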
Target sequence (Q62848 1-136 limits assumed): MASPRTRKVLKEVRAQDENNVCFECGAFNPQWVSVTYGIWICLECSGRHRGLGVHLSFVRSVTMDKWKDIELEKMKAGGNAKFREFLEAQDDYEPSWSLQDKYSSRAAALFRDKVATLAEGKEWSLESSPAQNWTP
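System: truncated rat Arfgap1 GAP domain / Medium: HEPES-based buffer, pH 7.5 / Also added: N-terminally truncated human ARF1-GTP substrate / Incubation: enzyme reaction 120 min at 25 °C after 20 min preincubation / Measured by: FP of antibody-bound GDP Alexa 633 tracer, ex 620/em 688 nm / Replicates: singlicate, each compound tested once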
Tn6 DDE FP = DD(E)-Tn6 binding inhibition, primary FP screen. inhibition, % at 8.3 µM. Fibrin DD(E) TRITC-Tn6 fluorescence polarization displacement. P02675. 370,000 compounds, 0.21% hits;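 active = inhibition above a per-campaign cutoff: mean of compounds within control limits plus 3 SD, cut at about 15% in these data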;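 note: 0% = median of all compound wells on the plate and 100% = blocking peptide control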
UHRF1 MBD2 ctr = UHRF1 methyl-DNA binding inhibition; Q96T88; UHRF1 binding to methylated oligo, TR-FRET; inhibition, % at 4.4 µM; 370,000 compounds, 0.75% hits; AID 687016; in the data active = inhibition above about 21%;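 note: UHRF1 SRA domain binding a hemimethylated CpG hairpin DNA probe; 0% = median of test compound wells and 100% = reference inhibitor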
DDE Tn7 FP inh = inhibitors of Tn7 peptide binding to human fibrin DD(E). P02675. AID 720508. inhibition, % at 8.3 µM. 370,000 compounds, 0.13% hits. FP displacement of FITC-Tn7 peptide from fibrin DD(E); 0% = median of compound wells per plate;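 active = inhibition above the mean of compounds falling within the control limits plus 3 SD of them, cut at about 14% in these data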;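 note: 0% = plate median of compound wells and 100% = 10 µM Aha-Tn7 peptide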
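assay system = human clot-derived fibrin DD(E) complex | quantity = Fibrin-DD(E) at 2 µM final | timing = 10 min preincubation, 3 h with tracer, room temperature | signal = fluorescence polarization | measure = percent inhibition | benchmarks = high control wells with 10 µM unlabelled Aha-Tn7 peptide (full inhibition) | replicates = singlicate testing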
PLC-gamma1 inh = PLC-gamma1 (human) inhibition, primary screen | P19174 | purified PLC-gamma1, fluorogenic substrate, fluorescence | inhibition, % at 12.2 µM | 370,000 compounds, 0.84% hits | AID 720700; in the data active = inhibition above about 9.5%
KLK7 zymogen act = activators of human kallikrein-7 zymogen. AID 652039. activation, % at 7 µM. purified proKLK7, EDANS-DABCYL substrate fluorescence; 100% is mature enzyme control, 0% vehicle. P49862. 370,000 compounds, 0.9% hits;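 active = activation above the mean of all tested compounds plus 3 SD, computed per campaign excluding outliers beyond control limits, cut at about 13% in these data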
Target sequence (P49862 whole entry, looked up): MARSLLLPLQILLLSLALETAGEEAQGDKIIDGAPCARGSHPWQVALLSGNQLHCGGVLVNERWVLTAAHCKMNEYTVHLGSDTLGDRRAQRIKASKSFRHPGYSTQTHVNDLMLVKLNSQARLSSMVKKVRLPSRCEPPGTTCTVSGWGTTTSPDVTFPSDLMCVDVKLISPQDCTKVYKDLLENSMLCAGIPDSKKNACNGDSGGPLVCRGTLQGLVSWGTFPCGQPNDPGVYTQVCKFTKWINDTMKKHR
ASAP1 inh = ASAP1 ArfGAP inhibition; Q9ULH1; ASAP1-stimulated ARF1 GTP hydrolysis, GDP FP detection; inhibition, % at 16.5 µM; 360,000 compounds, 0.19% hits; AID 624377; in the data active = inhibition above about 25%;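 note: 0% = vehicle with enzyme and substrate and 100% = no enzyme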
PLCb3 inh = blocks human PLC-beta3 enzyme activity | AID 720704 | Purified PLC-beta3, fluorogenic substrate, fluorescence | inhibition, % at 12.2 µM | Q01970 | 370,000 compounds, 0.18% hits; in the data active = inhibition above about 11%;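 note: 0% = median of compound wells on plate and 100% = full blocker control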
sPLA2-III inh = Inhibits HGIII-sPLA2 liposome hydrolysis, primary screen | AID 743126 | Q9NZ20 | 370,000 compounds, 0.56% hits | QFRET BODIPY PC-A2 liposome hydrolysis, fluorescence | inhibition, % at 12.2 µM;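 active = inhibition above mean plus 3 SD of compounds lying within the high and low control bounds, cut at about 19% in these data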;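 note: 0% = median of test compound wells and 100% = no enzyme DMSO wells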
* hit, by the source's call; i = inactive; nt = no result given; & = joins results of further samples; ! = not confirmed by another sample.

SMILES	NR1D1 modulator	ARFGAP1 inhibitor	Tn6 DDE FP	UHRF1 MBD2 ctr	DDE Tn7 FP inh	PLC-gamma1 inh	KLK7 zymogen act	ASAP1 inh	PLCb3 inh	sPLA2-III inh
CC(C)NC(=O)C1(O)c2ccccc2NC(=O)N1c1ccc(Cl)c(Cl)c1 (stereo not given)	1	6	-6	3	-1	-5	-1.0	8	0	2
CC(=O)c1ccc(NC(=O)C2(c3ccccc3)CC2(Cl)Cl)cc1 (stereo not given)	-4	-5	0	-3	10	1	0.1	-2	-7	-5
COc1cc(-c2cnc3c(NC=O)cc(-c4cccc(C(F)(F)F)c4)cn23)cc(OC)c1OC	-4	3	2	-2	-9	-22	0.1	0	-28	-5
Cc1ccc(C2=NN(CC(=O)NCCN(CC(C)C)CC(C)C)C(=O)CC2)cc1	8	0	4	-2	4	2	0.5	6	-2	1
Cc1nnc(NC(=O)C2CC(=O)N(c3ccc4c(c3)OCCO4)C2)s1 (stereo not given)	7	10	9	0	-7	1	-0.5	-5	-1	3
COc1ccccc1C(=O)NC(CCSC)C(=O)NCc1ccccn1 (stereo not given)	4	2	-4	0	6	-1	-0.1	-3	-8	4
CCN(CC)C(=O)c1c([N+](=O)[O-])c(C(C)(C)C)nn1C	2	-8	8	15	5	4	0.3	4	4	1
COc1ccc(-c2nc3nc(N)nn3cc2C)cc1F	-1	6	-10	-1	0	-48	4.2	1	-79	1
Cc1nc(NCCc2ccc(S(N)(=O)=O)cc2)c2c3c(sc2n1)CCC3	-7	7	-8	-2	-2	-12	0.2	-13	-19	-6
Cc1cc(C(=O)N2CCC2(C)C(=O)O)nn1C(C)(C)C (stereo not given)	0	16	-2	1	-4	-2	0.3	-10	-2	6
Cc1cc(C)c(N2C(=O)CC(Sc3ccccc3N)C2=O)c(C)c1 (stereo not given)	0	2	-6	-3	2	5	-0.4	3	3	-4
CC(C)NC(=O)C1(C)CN(S(C)(=O)=O)CC(=O)N1Cc1cccs1 (stereo not given)	2	-2	-9	2	-4	0	0.3	-3	2	1
CCNC(=O)NC(=O)C(C)OC(=O)Cc1coc2cc3c(cc12)CCC3 (stereo not given)	-6	-5	-3	2	1	-1	-0.3	-10	-1	2
CSc1nccc(N/N=C/c2ccccc2)n1	5	15	-4	1	-5	1	0.2	9	-6	2
CCC(C)CN1C(=O)CN(S(C)(=O)=O)CC1(C)C(=O)Nc1c(C)cccc1C (stereo not given)	1	9	-2	-1	-1	-4	0.1	-15	2	1
CC1=C(C(=O)OCC(C)C)C2(O)C(=O)c3ccccc3C2(O)N1 (stereo not given)	0	-2	6	-7	-2	3	1.3	-6	0	10
COc1ccc(C2C(C(=O)N3CCN(c4ccccn4)CC3)CCC(=O)N2c2ccc(OC)cc2)cc1 (stereo not given)	0	3	8	-1	-1	2	0.4	-3	-6	-4
Cc1ccccc1-n1ccnc1SCC(=O)NCc1ccco1	0	16	-6	6	-11	-1	-0.1	-1	-3	-5
CN1CCN(C(=O)COCc2cc(-c3ccc4c(c3)OCO4)on2)CC1	-3	-4	8	-1	6	2	0.0	5	-6	1
CN1CCN(C2CN(Cc3cn(Cc4ccc(F)cc4)nn3)S(=O)(=O)C2)CC1 (stereo not given)	2	7	-3	21*	-2	-1	-0.6	12	-1	7
CC(C)c1nc2c([nH]1)c(=O)n(C)c(=O)n2C	-2	7	-7	1	-2	1	0.5	3	-3	0
CC1(CC(=O)N/N=C/c2cc3c(cc2Br)OCO3)OCCO1	3	6	0	-3	0	1	-1.0	6	1	1
Cc1cc(C(=O)N/N=C/c2ccccc2)c(C)o1	-5	0	9	-2	-4	3	0.2	-8	1	-5
CN(C(=O)c1cccc(NC(=O)Cc2ccc(NC(=O)C3CCCN(C(=O)C4CCCC4)C3)cc2)c1)C1CCCCC1 (stereo not given)	0	1	5	0	-3	3	0.8	-8	1	-36
Cc1cc(C)cc(N2CC(O)=C(c3nc4ccccc4c(=O)[nH]3)C2=N)c1	21*	-1	0	1	-1	-17	-0.2	-2	-10	-5
O=C(N/N=C\c1cc(Cl)ccc1O)c1ccc(S(=O)(=O)N2CCCCC2)cc1	-6	5	0	1	-2	-14	-0.8	10	-16	0
Cc1ccccc1NC(=S)Nc1cccc2cnccc12	1	7	3	-3	5	-12	-0.1	-1	-19	1
CN(C)c1ccc(/C=N/Nc2ccc(-n3ccnc3)nn2)cc1	1	12	2	-2	-5	-1	-0.5	8	2	4
CCC1CCCCN1CCCNC(=O)CC1Oc2ccccc2NC1=O (stereo not given)	-13	-9	-1	-1	1	1	-0.3	-8	-1	-5
COc1cc(-c2nnc(SCC(=O)/C(C#N)=C(\C)N)o2)cc(OC)c1OC	5	-1	1	1	-8	0	-0.1	1	2	2
CCOc1cc(C)c(Cl)cc1S(=O)(=O)n1cnc2ccccc21	-1	15	-6	-2	-6	6	0.1	-5	-2	3
Cc1cc(Oc2ccccc2F)nc(NCc2ccccc2)n1	-2	-1	0	1	7	-5	0.6	-4	-1	-8
CCc1nc2ccc(C(=O)N3CCN(C(C)=O)CC3)cn2c1N(C=O)Cc1ccc(OC)cc1	-4	-7	-12	-2	4	-1	0.3	-5	-4	-2
O=C(CSc1nnc(CNc2cccc(Cl)c2)o1)OC1CCCCC1	4	7	9	2	-2	-2	0.5	2	1	-21
CNC(=O)CSc1nnc(-c2cc(C)cc(C)c2)o1	-3	18	-1	67*	-1	2	0.1	8	3	-5
O=C(/C=C/c1ccc(Cl)cc1)N1CCN(c2ccccc2[N+](=O)[O-])CC1	-1	2	0	-1	-7	3	-0.2	-12	0	6
CC(C)C(C(=O)Nc1cccnc1)N1C(=O)c2ccccc2C1=O (stereo not given)	-3	-6	1	4	0	4	-0.1	2	1	4
CSc1ncccc1C(=O)OCC(=O)NC(=O)NCCC(C)C	8	16	-2	1	-2	0	0.3	-9	2	5
COc1ccc(/C=C/C(=O)Oc2cccc(/C=N/NC(=O)Cc3ccc(Br)cc3)c2)cc1	-4	-2	3	-1	-3	1	0.2	8	-10	-8
Cc1ccc(S(=O)(=O)Cn2nnnc2C(CC(C)C)N2CCN(C(=O)c3ccco3)CC2)cc1 (stereo not given)	0	0	-1	6	3	-1	-0.2	-6	2	-10
NS(=O)(=O)c1ccc(CCNC(=O)Cc2cccs2)cc1	-6	8	-3	0	5	2	0.2	0	-5	4
Cc1cc(C)c(C(=O)Nc2ccc(C)c(C)c2)c(CC(C)(C)C(=O)O)c1	-1	1	-11	0	-2	1	-0.3	-9	-3	4
COc1ccc(S(=O)(=O)NCCCn2ccnc2)cc1C(C)(C)C	-6	5	0	-3	0	4	-0.3	12	-6	-14
O=C(NCc1cccnc1)C1CCN(S(=O)(=O)c2cccs2)CC1	0	-8	5	-3	3	3	0.3	-11	5	-2
Cc1ccc(N2CC(C(=O)NCCS(=O)(=O)N3CCN(c4ccccc4)CC3)CC2=O)cc1C (stereo not given)	1	10	-2	-3	-1	0	0.2	-19	-1	-1

Part of the list above in order of molecular weight, largest number first:
SMILES	NR1D1 modulator	ARFGAP1 inhibitor	Tn6 DDE FP	UHRF1 MBD2 ctr	DDE Tn7 FP inh	PLC-gamma1 inh	KLK7 zymogen act	ASAP1 inh	PLCb3 inh	sPLA2-III inh
Cc1ccc(S(=O)(=O)Cn2nnnc2C(CC(C)C)N2CCN(C(=O)c3ccco3)CC2)cc1 (stereo not given)	0	0	-1	6	3	-1	-0.2	-6	2	-10
Cc1ccc(N2CC(C(=O)NCCS(=O)(=O)N3CCN(c4ccccc4)CC3)CC2=O)cc1C (stereo not given)	1	10	-2	-3	-1	0	0.2	-19	-1	-1
CCc1nc2ccc(C(=O)N3CCN(C(C)=O)CC3)cn2c1N(C=O)Cc1ccc(OC)cc1	-4	-7	-12	-2	4	-1	0.3	-5	-4	-2
COc1cc(-c2nnc(SCC(=O)/C(C#N)=C(\C)N)o2)cc(OC)c1OC	5	-1	1	1	-8	0	-0.1	1	2	2
O=C(CSc1nnc(CNc2cccc(Cl)c2)o1)OC1CCCCC1	4	7	9	2	-2	-2	0.5	2	1	-21
O=C(/C=C/c1ccc(Cl)cc1)N1CCN(c2ccccc2[N+](=O)[O-])CC1	-1	2	0	-1	-7	3	-0.2	-12	0	6
O=C(NCc1cccnc1)C1CCN(S(=O)(=O)c2cccs2)CC1	0	-8	5	-3	3	3	0.3	-11	5	-2
Cc1cc(C)c(C(=O)Nc2ccc(C)c(C)c2)c(CC(C)(C)C(=O)O)c1	-1	1	-11	0	-2	1	-0.3	-9	-3	4
CCOc1cc(C)c(Cl)cc1S(=O)(=O)n1cnc2ccccc21	-1	15	-6	-2	-6	6	0.1	-5	-2	3
CSc1ncccc1C(=O)OCC(=O)NC(=O)NCCC(C)C	8	16	-2	1	-2	0	0.3	-9	2	5
NS(=O)(=O)c1ccc(CCNC(=O)Cc2cccs2)cc1	-6	8	-3	0	5	2	0.2	0	-5	4
CC(C)C(C(=O)Nc1cccnc1)N1C(=O)c2ccccc2C1=O (stereo not given)	-3	-6	1	4	0	4	-0.1	2	1	4
CNC(=O)CSc1nnc(-c2cc(C)cc(C)c2)o1	-3	18	-1	67*	-1	2	0.1	8	3	-5

Next results follow.
SMILES	NR1D1 modulator	ARFGAP1 inhibitor	Tn6 DDE FP	UHRF1 MBD2 ctr	DDE Tn7 FP inh	PLC-gamma1 inh	KLK7 zymogen act	ASAP1 inh	PLCb3 inh	sPLA2-III inh
COc1ccc(CNC(=O)CN(C(=O)CCC(=O)Nc2ccccn2)c2ccccc2OC)cc1	4	-2	1	2	-1	2	0.2	-7	4	-1
COc1ccc(NC(=O)N2CCC(c3nc4ccc(Cl)cc4[nH]3)CC2)cc1OC	2	nt	2	-2	2	0	-0.2	nt	1	-2
Cc1ccc(NC(=O)c2ccccn2)cc1S(=O)(=O)N1CCOCC1	-1	-11	11	1	4	1	-1.0	-3	-3	1
COc1ccc(OCCC(=O)Nc2ccccc2)cc1	1	15	-9	-4	-5	-2	0.3	-15	-4	-3
C[n+]1c2cc(N)ccc2cc2ccc(N)cc21	51*	25*!	-3&-5	-322	-7&-8	i	34*!	20&15	i	-361
O=C(C1CCCO1)N(Cc1ccccc1)c1ccccc1 (stereo not given)	3	-11	8	-5	-4	2	0.3	6	-1	-2
COc1ccccc1-c1c(C)nn2c(-c3ccccc3)cc(C)nc12	2	-7	-6	1	2	-2	-0.1	6	-15	-1

Reformatted: results already given
Compound | NR1D1 modulator | ARFGAP1 inhibitor | Tn6 DDE FP | UHRF1 MBD2 ctr | DDE Tn7 FP inh | PLC-gamma1 inh | KLK7 zymogen act | ASAP1 inh | PLCb3 inh | sPLA2-III inh
COc1ccccc1-c1c(C)nn2c(-c3ccccc3)cc(C)nc12 | 2 | -7 | -6 | 1 | 2 | -2 | -0.1 | 6 | -15 | -1
C[n+]1c2cc(N)ccc2cc2ccc(N)cc21 | 51* | 25*! | -3&-5 | -322 | -7&-8 | i | 34*! | 20&15 | i | -361

From PubChem

Compounds were not picked by outcome, and some 4.5% of all compounds hit somewhere here.
